PERK inh – inhibitors of human PERK kinase | 220,000 compounds, 0.17% hits | inhibition, % at 5.6 µM | Q9NZJ5 | CHO PERK-DD fusion, SEAP luminescence translation reporter;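 active = inhibition above the mean inhibition of all tested compounds plus 3 SD, set separately per screening campaign, cut at about 2.9% in these data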;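 note: PERK kinase domain activated by AP20187 dimerizer at 100 nM; 0% = DMSO with dimerizer and 100% = rapamycin at 8.4 µM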
Runt-SMMHC FRET – Runt domain-CBFb-SMMHC interaction inhibition; inhibition, % at 20 µM; 220,000 compounds, 0.74% hits; Cerulean-Runt/Venus-CBFb-SMMHC FRET ratio 530/480, 1 h; Q01196+Q13951;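 active = mean inhibition across duplicate retests at 20 µM reaching about 50%, limit read from the data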;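 note: 0% = DMSO wells and 100% = wells with excess untagged CBFb-SMMHC; inhibitors lower the FRET ratio by blocking Runt binding to CBFb-SMMHC; some results filed as inactive read as strong as hits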
Target sequence (Q01196 whole entry, looked up, the tested form may be a part): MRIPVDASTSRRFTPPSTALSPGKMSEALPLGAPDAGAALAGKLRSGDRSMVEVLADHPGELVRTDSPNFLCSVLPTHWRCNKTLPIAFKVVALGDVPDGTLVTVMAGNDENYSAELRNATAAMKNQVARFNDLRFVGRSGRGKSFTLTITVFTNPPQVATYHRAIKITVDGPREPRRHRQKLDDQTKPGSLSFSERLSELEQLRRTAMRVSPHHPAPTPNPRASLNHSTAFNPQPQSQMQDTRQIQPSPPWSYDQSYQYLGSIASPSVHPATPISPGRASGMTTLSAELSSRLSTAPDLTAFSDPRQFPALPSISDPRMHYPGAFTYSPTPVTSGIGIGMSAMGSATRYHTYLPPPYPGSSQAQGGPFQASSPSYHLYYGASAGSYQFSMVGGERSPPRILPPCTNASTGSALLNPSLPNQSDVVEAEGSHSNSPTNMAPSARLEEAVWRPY
Target sequence (Q13951 whole entry, looked up, the tested form may be a part): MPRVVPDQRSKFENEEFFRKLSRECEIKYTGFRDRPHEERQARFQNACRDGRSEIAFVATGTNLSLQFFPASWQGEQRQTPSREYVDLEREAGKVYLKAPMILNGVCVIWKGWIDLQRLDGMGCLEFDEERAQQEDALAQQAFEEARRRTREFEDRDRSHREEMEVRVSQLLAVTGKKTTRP
EP2 mod – modulators of human EP2 prostaglandin E2 receptor | P43116 | EP2-expressing cells, cAMP HTRF FRET, PGE2 co-stimulation | induction, % at 25 µM | 260,000 compounds, 0.83% hits | AID 940;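 active = compounds whose cAMP rise, as percent of the full-agonist control response, exceeds 60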;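 note: rat C6 glioma line stably carrying human EP2 under a CMV promoter; the protocol text gives 20 µM as final concentration; 100% = response of wells given 1 µM PGE2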
Target sequence (P43116 whole entry, looked up): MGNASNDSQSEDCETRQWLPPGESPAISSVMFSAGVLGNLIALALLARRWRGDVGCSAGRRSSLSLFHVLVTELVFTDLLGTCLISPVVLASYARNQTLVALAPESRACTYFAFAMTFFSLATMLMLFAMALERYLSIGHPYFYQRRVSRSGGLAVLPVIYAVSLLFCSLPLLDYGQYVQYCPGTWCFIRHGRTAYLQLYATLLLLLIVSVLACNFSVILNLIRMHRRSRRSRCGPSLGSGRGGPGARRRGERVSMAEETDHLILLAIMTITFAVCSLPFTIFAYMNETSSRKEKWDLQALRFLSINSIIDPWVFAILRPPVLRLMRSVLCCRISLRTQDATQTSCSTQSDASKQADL
EP2 antag – EP2 receptor (human) inhibition. inhibition, % at 25 µM. 260,000 compounds, 0.52% hits. P43116. C6 glioma cells expressing human EP2, cAMP TR-FRET; cells stimulated with saturating PGE2;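 active = percent inhibition above 40 after rounding to a whole number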;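 note: rat C6 glioma host cells with rolipram phosphodiesterase inhibitor present; the protocol text gives 20 µM as final concentration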
Runt-CBFb FRET – blocks binding of human RUNX1 Runt domain to CBFb; Q01196+Q13951; Cerulean-Runt/Venus-CBFb FRET ratio 530/480, 1 h; inhibition, % at 20 µM; 220,000 compounds, 0.46% hits;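 active = inhibition over about 50% at 20 µM in the single-dose screen, limit read from the data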;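 note: 0% = DMSO wells and 100% = excess unlabeled CBFb competitor control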
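test system = Cerulean-Runt domain fusion protein, energy donor | probe or stimulus = Venus-CBFb binding partner, 100 nM | incubation = two 1 h room-temperature incubations shielded from light | detection = fluorescence energy transfer, 422 nm excitation, 530/480 nm emission | measure = loss of energy transfer signal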
zVAD death inh – L929 zVAD cell death inhibition. L929 zVAD necroptosis rescue, ATP luminescence, 24 h; with zVAD 60 µM. viability rescue, % at 10 µM. 220,000 compounds, 0.38% hits;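 active = activation, scaled between plate controls, above about 75%, limit read from the data; inactive = activation under that limit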;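 note: 0% = zVAD with DMSO and 100% = DMSO alone without zVAD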
TNF death inh – TNF-alpha cell death inhibition in Jurkat FADD-/- cells; Jurkat FADD-/- TNF necroptosis rescue, ATP luminescence, 24 h; 0 = TNF only, 100 = no-TNF cells; activation (protection from cell death), % at 10 µM; 220,000 compounds, 0.068% hits;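 active = activation, meaning protection from cell death, of at least 50% relative to plate controls; inactive = activation below 50%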;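 note: necroptosis triggered by 40 ng/mL TNF-alpha added together with compound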
Hck-Nef inh – inhibitors of human Hck kinase activated by Nef; 220,000 compounds, 0.68% hits; inhibition, % at 20 µM; Recombinant Hck-YEEI plus Nef, Z-Lyte FRET kinase assay; P08631; AID 463187;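 active = Hck-Nef kinase inhibition above about 50%, limit read from the data; inactive = inhibition below that limit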;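 note: 0% = DMSO with Hck plus Nef and 100% = Hck alone without Nef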
RBBP9 inhibitor – inhibitors of human serine hydrolase RBBP9 | recombinant RBBP9, FP-Rh probe fluorescence polarization | 220,000 compounds, 0.2% hits | inhibition, % at 7.94 µM;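 active = inhibition above the campaign mean of all tested compounds plus 3 SD, cut at about 14% in these data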;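 note: plate controls were DMSO wells with RBBP9 for no effect and wells lacking RBBP9 protein for full effect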
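Material: RBBP9 protein. Amount: RBBP9 at 2.5 µM in dispensed solution, before mixing. Schedule: 30 min then 45 min, 25 °C. Medium: Tris buffer pH 8.0, NaCl, Pluronic. Measured by: fluorescence polarization. Measure: percent inhibition from mP, scaled between DMSO and no-protein wells. Replication: one well per compound.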
* marks the source's active call; other numbers are inactive results; x = no result given. A portion of the library; the hit share may differ from the screen's.

nr	SMILES	zVAD death inh	TNF death inh	EP2 mod	Runt-SMMHC FRET	RBBP9 inhibitor	PERK inh	Runt-CBFb FRET	Hck-Nef inh	EP2 antag
1	CC(C)(C)NC(=O)c1cccc(NC(=O)CSc2ccc(Cl)cc2)c1	2.1	-0.9	-14	5	-5	0.9	1	2	19
2	O=c1c([N+](=O)[O-])cccn1Cc1cccc(Cl)c1	1.1	9.2	15	0	-5	0.5	0	27	6
3	COc1ccc(OC)c(C2=NOC(C(=O)NCc3cccs3)C2)c1 (stereo not given)	1.9	-4.4	-48	-1	0	0.7	0	0	3
4	O=C(NCCCN1CCOCC1)c1cc(-c2ccc(Cl)cc2)on1	0.3	-1.1	-6	-14	4	-0.8	-1	-1	6
5	Cc1ccc(/C=N/NC(=O)CSc2nc3ccccc3n2Cc2ccccc2)o1	1.2	-1.8	9	8	-3	0.1	8	2	2
6	COc1cc2nc(/C=C/c3ccc(N(C)C)cc3)sc2cc1SC	0.0	2.7	-27	60	1	-0.2	-95	-6	8
7	Clc1cccc(C2CCN(Cc3nc(COc4ccccc4)no3)C2)c1 (stereo not given)	-0.2	0.1	30	-1	7	0.4	-1	6	3
8	COc1ccc(-c2noc(-c3ccccc3Cl)n2)cc1OC	-0.1	0.0	-1	-2	-13	-0.3	-5	0	8
9	CC1(CCc2ccccc2)NC(=S)N(c2ccccc2)N1 (stereo not given)	0.1	1.1	17	8	3	0.4	9	7	1
10	CCN(CC)CCCNC(=O)c1ccc2c(SCC(=O)O)c3c(nc2c1)CCC3	x	-0.9	10	1	-8	-0.3	-1	0	7
11	Cc1ccccc1NC(=O)Cc1ccccc1	0.1	6.6	9	0	-1	0.6	-1	3	10
12	CCOc1ccc(N(CC(=O)NC2CCCCC2)S(=O)(=O)c2c(C)noc2C)cc1	-0.5	1.0	-8	-1	-5	-0.4	-5	10	14
13	Cc1cccc(OCCSc2ncnc3nc[nH]c23)c1	0.2	-0.5	-5	0	1	0.0	-1	2	5
14	C=CCn1c(C)cc(C(=O)CSc2nnc(NCc3ccccc3)s2)c1C	0.6	-16	2	4	-13	0.5	x	3	x
15	O=C(NCc1ccco1)c1ccc(Cn2c(=O)c3ccccc3n(Cc3cccc(Cl)c3)c2=O)cc1	0.9	-1.6	29	-3	1	-0.2	0	1	8
16	Cc1ccc2c3c(c(SCC(=O)Nc4nonc4C)nc2c1)CCCC3	1.6	1.9	20	-2	-7	-0.4	1	-3	11
17	COc1cc(NC(=O)Cc2cccs2)cc(OC)c1	0.1	-0.2	13	1	-2	0.7	-1	11	21
18	CCc1ccc(C(=O)COC(=O)c2ccc(-c3nnc(-c4ccccc4)o3)cc2)cc1	70	-4.5	29	6	-8	0.4	1	2	4
19	CCCn1c(N)c(C(=O)CN2CCc3ccccc3C2)c(=O)n(C)c1=O	-0.2	0.5	-4	-3	5	-0.2	0	6	1
20	CN(C)S(=O)(=O)c1cccc(CSc2cccc[n+]2[O-])c1	-0.3	-2.8	-3	-4	-7	0.1	1	0	12
21	COC(CNC(=O)c1ccc2c3c(onc13)-c1ccccc1C2=O)OC	-3.2	-30	-51	-351	12	-1.9	-7	15	37
22	COC(=O)c1cccc(NC(=O)CSc2nnc(C)n2Cc2ccccc2)c1	-0.7	0.7	-7	-3	-2	-0.1	-1	-1	4
23	Cc1ccc(NC(=S)NCCc2ccccc2)nc1	1.3	-0.1	39	21	-6	0.0	-2	16	5
24	Cc1sc2nc(CN(Cc3ccccc3)C(=O)NC3CCCCC3)[nH]c(=O)c2c1C	0.6	0.0	x	x	-5	-1.8	x	5	x
25	CC1C2CC(C/C2=N/NC(=O)c2cccs2)C1(C)C (stereo not given)	3.6	1.8	-15	4	3	1.6	-2	-35	2
26	C/C(=N\NC(=O)c1ccccn1)c1ccc(C(=O)O)s1	4.1	-2.0	27	2	-4	-0.6	1	12	5
27	COC(=O)CCCC1=CC2=C(c3ccccc3)C(=O)C(C)(OC(=O)C3CCCC3)C(=O)C2=CN1CCc1ccccn1 (stereo not given)	-0.1	2.4	24	-12	x	x	2	22	19
28	Cc1ccc2[nH]c3c(c2c1)CN(C(=O)CN1CCN(C(=O)c2ccco2)CC1)CC3	4.5	5.5	-40	-33	-2	-1.4	-46	-23	22
29	CCOc1ccc(NC(=O)CN2CC(c3ccccc3)CC2=O)cc1 (stereo not given)	-0.1	2.4	-1	0	-5	-0.5	0	16	4
30	C#CCOCCOCCOCCNc1nc(N2CCN(C(=O)[C@H]([C@@H](C)CC)n3cc([C@@H](N)Cc4ccc(O)cc4)nn3)CC2)nc(N2CCN(C(=O)[C@H](CCCCN)n3cc([C@@H](N)C(C)CC)nn3)CC2)n1 (stereo not given in full)	1.1	1.0	0	0	-7	0.4	-2	0	23
31	CNCCCNC(=O)c1ccc(/C=N/O)nc1	0.4	0.4	-1	0	4	1.2	0	-1	7
32	Cc1ccc(-c2csc3nc4cc(C(N)=O)ccc4c(=O)n23)cc1	0.3	-1.3	2	-3	x	x	2	23	13
33	COc1ccc(N(CC(=O)N2CCN(c3ccc(Cl)cc3)CC2)S(=O)(=O)c2c(C)n[nH]c2C)cc1	1.7	1.1	-20	-5	-1	0.4	-1	21	7
34	COc1cc(OC)c(C2CC(=O)N3CN(c4ccccc4C)CSC3=C2C#N)cc1OC (stereo not given)	2.9	-1.8	40	67*	1	0.4	41	13	2
35	CC(C)Nc1ncnc2ccc(Br)cc12	x	-6.9	13	-2	-8	-0.5	0	7	4
36	O=C(Oc1cccc2cccnc12)c1cccc([N+](=O)[O-])c1	-1.8	-2.6	8	-1	-2	1.6	1	31	6
37	COc1ccccc1NC(=O)C/C(C)=N/NC(=O)COc1c(Br)cc(Br)cc1OC	0.6	-0.4	-12	0	-1	2.4	-7	24	2
38	Cc1ccc2c(C)nc(Nc3nc(CSc4nnnn4-c4ccccc4)cc(=O)[nH]3)nc2c1	7.9	-11	19	-3	-6	0.0	-10	2	x
39	O=C(NCc1ccccc1Cl)C1CCCO1 (stereo not given)	26	1.9	18	2	-9	1.3	-1	10	6
40	COCCCNC(=O)CN(c1cc(Cl)ccc1OC)S(=O)(=O)c1ccc(C)c([N+](=O)[O-])c1	0.4	0.7	-16	1	-11	0.2	-2	26	0
41	COc1cc(C2Nc3ccc4ncccc4c3C3=C2C(=O)CC(C)(C)C3)cc(OC)c1O (stereo not given)	-0.5	0.4	1	8	3	-2.1	11	4	1
42	O=CN1CCN(C(=O)COc2ccc(Cl)cc2Br)CC1	0.0	1.2	-24	2	-11	0.0	1	1	2
43	Cc1ccc(NCc2ccccc2O)c(C)c1	1.2	-13	10	0	-6	0.8	0	8	5
44	CCOC(=O)C1(Cc2ccc(OC)cc2)CCN(S(C)(=O)=O)CC1	9.8	-0.2	-15	1	-3	0.5	0	15	8
45	Cc1noc(C(=O)Nc2sc3c(c2C#N)CCC3)c1Cl	-0.7	0.2	-9	13	-4	-0.3	5	0	12
46	O=C(NCC1CCCO1)C(c1cccs1)N(Cc1cccs1)C(=O)c1ccc(-c2ccccc2)[nH]1 (stereo not given)	-0.7	1.8	39	2	-7	-0.3	-2	2	3
47	CS(=O)(=O)N1CCN(C(=O)c2cc(-c3ccccc3)nc3ccccc23)CC1	-1.3	-2.7	17	-3	0	-1.3	0	-19	13
48	CCCCN1C(=O)C(O)(CC(=O)c2ccccc2OC)c2ccccc21 (stereo not given)	x	0.0	19	2	-1	0.5	-1	-6	13
49	COc1ccc2c(c1)[nH]c1c(=O)n(/N=C/c3ccc(OC)c(CN4CCCCC4)c3)cnc12	0.8	-18	-18	1	3	-1.2	-1	8	9
50	CN1/C(=N\O)c2cccc3cccc1c23	8.9	-1.6	-4	-2	-4	0.5	-1	14	-1
51	Cc1ccc(NC(=O)Nc2ccc(Cl)cc2)c(Br)c1	1.3	2.9	-13	3	-8	0.5	0	-1	4
52	COC(=O)CNC(=O)CSc1nc(N)cc(=O)[nH]1	0.9	0.2	34	-1	0	1.2	0	2	7

Part of the list above, reformatted:
Below each SMILES: zVAD death inh, TNF death inh, EP2 mod, Runt-SMMHC FRET, RBBP9 inhibitor, PERK inh, Runt-CBFb FRET, Hck-Nef inh, EP2 antag
35: CC(C)Nc1ncnc2ccc(Br)cc12
    x, -6.9, 13, -2, -8, -0.5, 0, 7, 4
36: O=C(Oc1cccc2cccnc12)c1cccc([N+](=O)[O-])c1
    -1.8, -2.6, 8, -1, -2, 1.6, 1, 31, 6
37: COc1ccccc1NC(=O)C/C(C)=N/NC(=O)COc1c(Br)cc(Br)cc1OC
    0.6, -0.4, -12, 0, -1, 2.4, -7, 24, 2
38: Cc1ccc2c(C)nc(Nc3nc(CSc4nnnn4-c4ccccc4)cc(=O)[nH]3)nc2c1
    7.9, -11, 19, -3, -6, 0.0, -10, 2, x
39: O=C(NCc1ccccc1Cl)C1CCCO1 (stereo not given)
    26, 1.9, 18, 2, -9, 1.3, -1, 10, 6
40: COCCCNC(=O)CN(c1cc(Cl)ccc1OC)S(=O)(=O)c1ccc(C)c([N+](=O)[O-])c1
    0.4, 0.7, -16, 1, -11, 0.2, -2, 26, 0
41: COc1cc(C2Nc3ccc4ncccc4c3C3=C2C(=O)CC(C)(C)C3)cc(OC)c1O (stereo not given)
    -0.5, 0.4, 1, 8, 3, -2.1, 11, 4, 1
42: O=CN1CCN(C(=O)COc2ccc(Cl)cc2Br)CC1
    0.0, 1.2, -24, 2, -11, 0.0, 1, 1, 2
43: Cc1ccc(NCc2ccccc2O)c(C)c1
    1.2, -13, 10, 0, -6, 0.8, 0, 8, 5
44: CCOC(=O)C1(Cc2ccc(OC)cc2)CCN(S(C)(=O)=O)CC1
    9.8, -0.2, -15, 1, -3, 0.5, 0, 15, 8
45: Cc1noc(C(=O)Nc2sc3c(c2C#N)CCC3)c1Cl
    -0.7, 0.2, -9, 13, -4, -0.3, 5, 0, 12
46: O=C(NCC1CCCO1)C(c1cccs1)N(Cc1cccs1)C(=O)c1ccc(-c2ccccc2)[nH]1 (stereo not given)
    -0.7, 1.8, 39, 2, -7, -0.3, -2, 2, 3
47: CS(=O)(=O)N1CCN(C(=O)c2cc(-c3ccccc3)nc3ccccc23)CC1
    -1.3, -2.7, 17, -3, 0, -1.3, 0, -19, 13
48: CCCCN1C(=O)C(O)(CC(=O)c2ccccc2OC)c2ccccc21 (stereo not given)
    x, 0.0, 19, 2, -1, 0.5, -1, -6, 13
49: COc1ccc2c(c1)[nH]c1c(=O)n(/N=C/c3ccc(OC)c(CN4CCCCC4)c3)cnc12
    0.8, -18, -18, 1, 3, -1.2, -1, 8, 9
